mIAP act: increases mouse intestinal alkaline phosphatase activity. muIAP, CDP-Star luminescence, 30 min; stronger effect = higher value; 1 = vehicle-only enzyme signal, 0 = enzyme-free wells. activation factor at 10 µM. 330,000 tested, 0.24% active. AID 2805;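 active = activation factor of at least 2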; note: the source names both 10 and 20 µM as test concentration; values of inactives mirror those of a sister screen read the other way
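also added = chemiluminescent substrate CDP-Star | test system = mouse IAP enzyme | signal = chemiluminescence readout | compound = DMSO-dissolved test compounds | incubation = 30 min at room temperature | benchmarks = DMSO wells, no-enzyme wells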
A3A deaminase: blocks human APOBEC3A ssDNA deamination | inhibition, % at 20 µM | recombinant A3A, FAM/TAMRA ssDNA deamination fluorescence | AID 493011 | 330,000 tested, 0.41% active;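 active = at least 40% inhibition at 20 µM here, with at most 30% in a related deaminase screen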;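 note: plate controls were A3A with DMSO for no effect and wells lacking A3A enzyme for full effect; some results filed as inactive read as strong as hits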
Target sequence (P31941 whole entry, looked up): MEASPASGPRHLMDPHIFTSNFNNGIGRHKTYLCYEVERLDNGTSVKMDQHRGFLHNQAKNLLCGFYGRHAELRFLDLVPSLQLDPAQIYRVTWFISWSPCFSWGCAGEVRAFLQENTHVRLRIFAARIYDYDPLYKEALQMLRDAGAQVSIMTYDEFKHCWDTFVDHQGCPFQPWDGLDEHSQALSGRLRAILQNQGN
tim10-1 inh: inhibits growth of tim10-1 mutant yeast; S. cerevisiae tim10-1 ts strain growth, BacTiter-Glo, 24 h; inhibition, % at 20 µM; 330,000 tested, 2.2% active; AID 463190;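 active = inhibition of at least 40%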;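 note: mutant grown at 25 °C; 0% = DMSO wells with yeast and 100% = wells holding no yeast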
hIAP block: blocks human intestinal alkaline phosphatase; purified IAP, CDP-Star luminescence, 30 min; inhibition, % at 10 µM; 330,000 tested, 0.12% active; AID 2544;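 active = inhibition reaching a set limit with compound at 10 µM in the primary screen, cut at about 35% in these data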;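 note: plate controls were DMSO wells with enzyme for no effect and no-enzyme buffer wells for full effect; values of inactives mirror those of a sister screen read the other way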
Target sequence (P09923 whole entry, looked up): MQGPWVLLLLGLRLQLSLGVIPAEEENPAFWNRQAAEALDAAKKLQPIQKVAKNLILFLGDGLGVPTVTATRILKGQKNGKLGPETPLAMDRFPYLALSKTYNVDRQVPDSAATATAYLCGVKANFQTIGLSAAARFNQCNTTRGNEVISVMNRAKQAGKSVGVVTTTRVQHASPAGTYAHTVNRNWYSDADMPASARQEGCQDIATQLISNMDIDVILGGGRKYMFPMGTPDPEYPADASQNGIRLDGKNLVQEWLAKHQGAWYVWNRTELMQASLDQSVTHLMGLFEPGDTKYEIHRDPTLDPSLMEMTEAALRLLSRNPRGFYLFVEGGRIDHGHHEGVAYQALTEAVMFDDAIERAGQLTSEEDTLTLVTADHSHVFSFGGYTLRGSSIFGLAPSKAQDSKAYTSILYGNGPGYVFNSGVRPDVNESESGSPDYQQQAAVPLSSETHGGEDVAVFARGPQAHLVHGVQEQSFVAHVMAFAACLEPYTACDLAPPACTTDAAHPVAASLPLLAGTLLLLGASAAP
NALP3 yeast inh: NALP3 inhibition in yeast. Yeast reconstituted NLRP3/ASC/caspase-1, beta-gal luminescence, 24 h. inhibition, % at 10 µM. 330,000 tested, 0.39% active. AID 2825;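 active = inhibition of 50% or more; inactive = inhibition below 50%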;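 note: plate controls were induced DMSO wells for no effect and uninduced yeast grown without galactose for full effect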
beta cell repl: induces beta-cell replication in MIN6 cells | MIN6 cells proliferation, ATPlite luminescence, 48 h; cells starved in 0.2% serum; 100% = growth in 10% serum | proliferation, % at 10 µM | AID 2380 | 330,000 tested, 0.29% active;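 active = compounds whose signal lies at least 3.5 SD above the mean of all wells on their plate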;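 note: 0% = DMSO-treated cells in low-serum medium and 100% = 10% serum control; some compounds called inactive have numbers as strong as hits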
TIM10 inh: inhibits growth of TIM10 yeast strain. inhibition, % at 10 µM. 330,000 tested, 1.4% active. S. cerevisiae TIM10 strain growth, BacTiter-Glo luminescence, 24 h;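 active = inhibition of 40% or more at the single tested concentration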;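 note: wild-type TIM10 isogenic control strain grown at permissive 25 °C; 0% = DMSO yeast wells and 100% = minimal medium wells without yeast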
A3G deaminase: APOBEC3G (human) deaminase inhibition; Q9HC16; recombinant A3G, ssDNA deamination FAM/TAMRA fluorescence; inhibition, % at 20 µM; 330,000 tested, 0.28% active; AID 493012;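 active = inhibition of at least 40% at 20 µM, with no more than 30% in the related APOBEC3A deaminase screen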;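 note: plate controls were DMSO wells with A3G for no effect and wells lacking A3G enzyme for full effect; some compounds called inactive have numbers as strong as hits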
Target sequence (Q9HC16 whole entry, looked up): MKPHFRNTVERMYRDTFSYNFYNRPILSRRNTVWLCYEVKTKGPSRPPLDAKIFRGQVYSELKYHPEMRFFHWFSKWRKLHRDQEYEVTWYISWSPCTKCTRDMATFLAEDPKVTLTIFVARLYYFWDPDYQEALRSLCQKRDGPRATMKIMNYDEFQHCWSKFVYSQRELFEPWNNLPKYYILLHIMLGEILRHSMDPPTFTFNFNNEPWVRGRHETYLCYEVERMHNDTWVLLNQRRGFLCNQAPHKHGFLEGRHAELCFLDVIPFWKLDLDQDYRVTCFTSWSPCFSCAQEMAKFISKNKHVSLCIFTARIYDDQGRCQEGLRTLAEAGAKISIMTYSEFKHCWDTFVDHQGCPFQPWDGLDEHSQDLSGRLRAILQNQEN
mIAP inh: mouse IAP inhibition. purified mouse IAP, CDP-Star luminescence, 30 min. inhibition, % at 10 µM. 330,000 tested, 0.2% active. AID 2806;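 active = inhibition of at least 40% at 10 µM in the primary screen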;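 note: plate controls were DMSO with enzyme for no effect and no enzyme wells for full effect; values of inactives mirror those of a sister screen read the other way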
The depositor's hits bear a star.

| Compound | mIAP act | A3A deaminase | tim10-1 inh | hIAP block | NALP3 yeast inh | beta cell repl | TIM10 inh | A3G deaminase | mIAP inh |
| --- | --- | --- | --- | --- | --- | --- | --- | --- | --- |
| COC(=O)CS(=O)(=O)c1nnc([C@H](Cc2ccccc2)NC(=O)OC(C)(C)C)o1 | 0.96 | -3 | 44* | 6 | 13 | -4 | 18 | -8 | 4 |
| COc1ccccc1CNC(=O)[C@H](C)N1C(=O)N2CCc3c([nH]c4ccccc34)[C@@]2(C)C1=O | 0.95 | -2 | 14 | 23 | 4 | -2 | 10 | -5 | 5 |
| OC(CN1CCOCC1)CN(c1ccccc1)c1ccccc1 (stereo not drawn) | 1.1 | -6 | -28 | 8 | 0 | -2 | -11 | -3 | -6 |
| CCOC(=O)N1CCC(NC(=O)c2cc(COc3ccc(F)cc3Cl)on2)CC1 | 0.98 | 4 | -1 | -13 | 2 | -3 | -3 | -2 | 2 |
| COc1ccc(C(CC(=O)NCc2ccccc2)C(C)C)cc1 (stereo not drawn) | 1.1 | -2 | 9 | 0 | 2 | -2 | 4 | 8 | -7 |
| CCOc1ccc(NC(=O)CC2C(=O)N(C)C(=S)N2Cc2ccc3c(c2)OCO3)cc1 (stereo not drawn) | 1 | -2 | 19 | -6 | 4 | -5 | 7 | -4 | -5 |
| O=C1C(=O)c2c(C(=O)c3ccccc3)coc2-c2ccccc21 | 0.92 | -5 | 93* | 8 | 1 | -4 | 74* | -1 | 8 |
| CCCCCCCCC(=O)NNC(=O)c1c(O)c2ccccc2n(CCC)c1=O | 0.98 | -3 | 8 | -14 | 6 | -3 | 10 | -7 | 2 |
| OC1CCCN(Cc2ccc3c(c2)Cc2ccccc2-3)C1 (stereo not drawn) | 0.91 | -1 | -6 | 17 | 11 | 5 | -1 | -4 | 9 |
| CN(C)CCCNC(=S)N1CCn2c(nc3ccccc32)C1 | 1.1 | -1 | -17 | -15 | 1 | 0 | -16 | -4 | -7 |
| COCCC(=O)N1CCC(Oc2ccc(C(=O)NCCc3ccccn3)cc2)CC1 | 1.1 | 2 | -9 | -4 | 17 | 2 | 4 | -5 | -9 |
| Cc1ccc(-c2csc3nc[nH]c(=S)c23)cc1C | 0.93 | -3 | 15 | -23 | 36 | -4 | 19 | -2 | 7 |
| CC1CN(S(=O)(=O)c2cccc(C(F)(F)F)c2)CN1C(=O)N1CCOCC1 (stereo not drawn) | 1 | -5 | 4 | -4 | 12 | 2 | -22 | -8 | -3 |
| CC(CCN1CCN=C1Nc1ccccc1)c1ccccc1 (stereo not drawn) | 1.1 | -2 | -25 | -10 | 8 | 1 | 1 | -14 | -12 |
| CCOc1ccc(S(=O)(=O)N2CCCCC2)c2ccccc12 | 0.91 | -3 | 28 | -9 | -1 | -1 | 20 | -3 | 9 |
| NC(=O)c1ccc(NC(=O)CCCNC(=O)c2ccc(Cl)cc2)cc1 | 0.99 | -8 | 21 | -10 | 17 | 0 | -2 | -7 | 1 |
| Cc1ccc2[nH]c(=O)c(COC(=O)c3cccs3)cc2c1 | 0.96 | -1 | -5 | 8 | 15 | 0 | 11 | 1 | 4 |
| COc1ccccc1CNC(=O)COc1ccc(C)nc1[N+](=O)[O-] | 1 | 1 | -2 | -2 | 24 | 0 | 10 | -5 | -5 |
| CCOc1ccccc1NC(=O)NS(=O)(=O)c1ccc(C)cc1 | 1.1 | 1 | -10 | 3 | -16 | -3 | 2 | 1 | -8 |
| O=C(CSc1ccc(Cl)cc1)Nc1nnc(-c2cccc([N+](=O)[O-])c2)s1 | 0.88 | 1 | -4 | 0 | 11 | -5 | -15 | -4 | 12 |

An excerpt from above in order of molecular weight, lowest first.
| Compound | mIAP act | A3A deaminase | tim10-1 inh | hIAP block | NALP3 yeast inh | beta cell repl | TIM10 inh | A3G deaminase | mIAP inh |
| --- | --- | --- | --- | --- | --- | --- | --- | --- | --- |
| OC1CCCN(Cc2ccc3c(c2)Cc2ccccc2-3)C1 (stereo not drawn) | 0.91 | -1 | -6 | 17 | 11 | 5 | -1 | -4 | 9 |
| CC(CCN1CCN=C1Nc1ccccc1)c1ccccc1 (stereo not drawn) | 1.1 | -2 | -25 | -10 | 8 | 1 | 1 | -14 | -12 |
| O=C1C(=O)c2c(C(=O)c3ccccc3)coc2-c2ccccc21 | 0.92 | -5 | 93* | 8 | 1 | -4 | 74* | -1 | 8 |
| CN(C)CCCNC(=S)N1CCn2c(nc3ccccc32)C1 | 1.1 | -1 | -17 | -15 | 1 | 0 | -16 | -4 | -7 |
| CCOc1ccc(S(=O)(=O)N2CCCCC2)c2ccccc12 | 0.91 | -3 | 28 | -9 | -1 | -1 | 20 | -3 | 9 |
| CCOc1ccccc1NC(=O)NS(=O)(=O)c1ccc(C)cc1 | 1.1 | 1 | -10 | 3 | -16 | -3 | 2 | 1 | -8 |
| NC(=O)c1ccc(NC(=O)CCCNC(=O)c2ccc(Cl)cc2)cc1 | 0.99 | -8 | 21 | -10 | 17 | 0 | -2 | -7 | 1 |
| CCCCCCCCC(=O)NNC(=O)c1c(O)c2ccccc2n(CCC)c1=O | 0.98 | -3 | 8 | -14 | 6 | -3 | 10 | -7 | 2 |
| O=C(CSc1ccc(Cl)cc1)Nc1nnc(-c2cccc([N+](=O)[O-])c2)s1 | 0.88 | 1 | -4 | 0 | 11 | -5 | -15 | -4 | 12 |
| CCOc1ccc(NC(=O)CC2C(=O)N(C)C(=S)N2Cc2ccc3c(c2)OCO3)cc1 (stereo not drawn) | 1 | -2 | 19 | -6 | 4 | -5 | 7 | -4 | -5 |

Next results follow.
| Compound | mIAP act | A3A deaminase | tim10-1 inh | hIAP block | NALP3 yeast inh | beta cell repl | TIM10 inh | A3G deaminase | mIAP inh |
| --- | --- | --- | --- | --- | --- | --- | --- | --- | --- |
| N#CC1(NC(=O)CSc2n[nH]c(-c3ccccc3)n2)CCCCC1 | 1 | 0 | -17 | 1 | 24 | 3 | -5 | -11 | -4 |
| O=S(=O)(NCc1ccc(Cl)cc1)c1cccc2cccnc12 | 1 | -6 | 11 | 0 | 20 | -5 | -26 | -8 | -2 |
| O=S(=O)(Nc1ccc2c3c(cccc13)CC2)c1ccc(F)cc1 | 1 | -2 | 9 | -18 | 13 | -1 | 0 | -8 | 0 |
| O=C(c1ccc(F)cc1)N1CCCC(C(=O)N2CCN(c3ccccc3)CC2)C1 (stereo not drawn) | 1.2 | -7 | 26 | -15 | 13 | -1 | 6 | -9 | -20 |
| CCOC(=O)C1(CC2CCCCO2)CCN(Cc2nccn2-c2cccc(C)c2)CC1 (stereo not drawn) | 0.95 | -3 | 29 | 16 | 0 | 1 | 28 | -5 | 5 |
| CC(C)n1c2ccccc2c2nnc(SCC(=O)Nc3ccccc3C(=O)O)nc21 | 0.94 | 0 | 4 | 6 | 4 | -3 | 5 | -4 | 6 |
| CSc1ccc(/C=C(/NC(=O)c2ccc(C)cc2)C(=O)Nc2cccc(C)c2)cc1 | 0.89 | -1 | 5 | -6 | -2 | -1 | 5 | -3 | 12 |
| CCOC(=O)C1(CC2CCCCO2)CCN(S(=O)(=O)c2c(C)nn(C)c2C)CC1 (stereo not drawn) | 0.97 | -1 | 4 | 0 | 3 | -2 | 9 | -8 | 2 |
| O=C(c1ccc(NS(=O)(=O)c2ccc(Cl)cc2)cc1)N1CCOCC1 | 0.99 | -5 | -12 | -1 | 8 | 7 | -3 | 5 | 1 |
| Cc1nnc(NC(=O)C2CC(=O)N(c3ccccc3)C2)s1 (stereo not drawn) | 1.1 | 19 | -1 | -4 | 17 | -1 | -11 | -4 | -5 |
| Cc1ccc(C(=O)CSc2nnc(COc3ccccc3)o2)cc1 | 0.92 | -1 | 16 | 2 | 27 | -2 | -36 | -9 | 8 |
| COc1ccc2c(c1)OCC1=C2CCC2(C)C(=O)CC=C12 (stereo not drawn) | 0.96 | -1 | 38 | -14 | 17 | -4 | 26 | -2 | 4 |
| CC(NC(=O)c1cccc2ccccc12)c1ccc2c(c1)CCCC2 (stereo not drawn) | 1.1 | 1 | -1 | -4 | 36 | -3 | -8 | -1 | -7 |
| CCOC(=O)c1[nH]c2ccc(OC)cc2c1NC(=O)CN1CCSCC1 | 1 | -2 | 3 | -2 | -2 | 0 | 20 | -4 | -2 |
| O=C(CN1CCN(C(c2ccccc2)c2ccccc2)CC1)N1CCOCC1 | 1.1 | -5 | -4 | -10 | 22 | -2 | 2 | -2 | -10 |
| O=C(Nc1nnc(CCN2CCCCC2)s1)c1ccccc1Cl | 0.94 | 1 | 3 | 8 | 1 | 3 | -22 | -3 | 6 |
| COc1ccc(OC)c(/C=N/NC(=O)Cn2ccnc2C)c1 | 0.92 | -2 | -12 | 27 | 16 | 0 | -3 | 0 | 8 |
| OCCNc1nc2ccccc2nc1NCCO | 0.99 | -2 | -9 | -2 | 8 | -1 | 4 | -7 | 1 |
| CC(C)(C)OC(=O)N[C@@H](C(=O)OC(C)(C)C)c1ccc(Br)cc1 | 1 | -1 | 24 | 17 | 34 | 8 | 18 | -9 | -2 |
| O=S(=O)(NCc1ccccc1)[C@@H]1CC2C=CC1C2 (stereo partly drawn) | 1.1 | -1 | -6 | -12 | 11 | 0 | -11 | -9 | -9 |
| CN1CCN(c2nc(Nc3ccc(O)cc3)nc3ccccc23)CC1 | 1 | -1 | -9 | 2 | 20 | -2 | 3 | -5 | -1 |
| O=S(=O)(NC1=NCCCCC1)c1ccc(Cl)cc1Cl | 1 | -2 | -11 | -7 | 3 | 0 | 0 | -10 | -3 |
| CC(C)[C@@H](C(=O)NCc1ccco1)N1C(=O)N2CCc3c([nH]c4ccccc34)[C@@]2(C)C1=O | 1 | 1 | 15 | 6 | 7 | -3 | 3 | -12 | -3 |
| CCOc1ccc(NC(=S)N2CCCCCC2)cc1 | 0.93 | 0 | 9 | -4 | 18 | 3 | 2 | -4 | 7 |
| O=C(O)c1ccc(-c2ccccc2)[nH]c1=O | 1 | 9 | 0 | -11 | 5 | -2 | -18 | 2 | -4 |
| Cc1ccc(-c2noc(-c3ccccc3C(=O)NCc3ccco3)n2)cc1 | 0.89 | -2 | -7 | -8 | 44 | -2 | 6 | -6 | 11 |
| O=C(CSc1ncnc2ccccc12)NCCCO | 0.89 | 4 | 10 | -15 | 3 | 0 | -6 | 0 | 11 |
| Cc1noc(C)c1S(=O)(=O)NC1CCN(Cc2ccccc2)CC1 | 0.9 | -4 | -1 | 2 | 7 | 5 | -10 | -4 | 10 |
| C/C(=N\NC(=O)c1ccccn1)c1ccc(Cl)cc1 | 0.96 | -1 | -9 | -9 | 27 | -3 | 1 | -6 | 4 |
| Cn1c(=O)c2c(ncn2CCOc2ccc(F)cc2)n(C)c1=O | 0.99 | -2 | 3 | -4 | 18 | -3 | -19 | -10 | 1 |
| COc1ccc(C(=O)CSc2ccc(-c3ccc(C)cc3)nn2)cc1 | 0.99 | 3 | 13 | 3 | 35 | 0 | 2 | -6 | 1 |
| NC(=O)c1ccccc1NC(=O)CSc1nc2c(c(=O)[nH]1)CCCC2 | 0.94 | -1 | -5 | 14 | 16 | -1 | 1 | -10 | 6 |
| O=C(NCCCl)Nc1cc([N+](=O)[O-])ccc1Cl | 1.1 | -1 | 32 | 6 | -2 | -3 | -10 | -7 | -8 |
| CNC(=O)c1nnn(Cc2ccccc2)c1NC(C)=O | 1 | -1 | 13 | 2 | -5 | 0 | 11 | -2 | 0 |
| CCCSc1ccc([C@@H]2[C@H]3C(=O)N(C)C(=O)[C@H]3[C@]3(C(=O)OC)CCCN23)cc1OC | 0.93 | -5 | 6 | 15 | 3 | -2 | 0 | -3 | 8 |

Assay outcomes (PubChem BioAssay)

An unsorted share of the library (roughly 4.6% active in at least one column).
